GSH fluor: GSH bead compound fluorescence profile | GSH beads flow cytometry, compound fluorescence 488/530 nm; active compounds read high | fluorescence (KMESF) at 10 µM | 190,000 tested, 0.25% active | AID 1776; in the data active = fluorescence above about 89;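 note: glutathione beads carrying GST-tagged Bcl family fusion proteins plus one bare bead set; values are compound well signal with DMSO vehicle wells as background; inactives centre near 16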
RGS4-Gao reg: human RGS4-Galphao interaction regulation; P09471; Multiplexed bead flow cytometry, RGS4-Galphao binding; actives lie on both sides; binding response (% of control), % at 10 µM; 220,000 tested, 0.33% active; in the data active = binding response below about 49% or above about 150%; inactive = in between;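 note: fluorescent Galphao activated with aluminum fluoride binding bead-coupled RGS4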
Bim-Bcl-2: inhibitors of Bim-Bcl-2 interaction, human; P10415; Bead-based flow cytometry, Bim peptide-Bcl-2 binding; inhibition, % at 10 µM; 190,000 tested, 0.06% active; AID 950; in the data active = inhibition above about 40%;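 note: 0% = no compound wells with probe peptide and 100% = reference peptide inhibitor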
Target sequence (P10415 whole entry, looked up): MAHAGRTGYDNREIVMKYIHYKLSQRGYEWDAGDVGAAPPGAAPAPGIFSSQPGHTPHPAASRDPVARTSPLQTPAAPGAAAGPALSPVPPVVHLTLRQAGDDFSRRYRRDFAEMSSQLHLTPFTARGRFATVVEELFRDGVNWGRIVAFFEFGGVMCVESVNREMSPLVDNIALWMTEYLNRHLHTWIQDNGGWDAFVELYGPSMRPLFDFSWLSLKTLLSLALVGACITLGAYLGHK
ABCB1 inh: inhibitors of human ABCB1 transporter, ABCG2 counter-screen | CCRF-Adr cells, JC-1 efflux, flow cytometry | inhibition, % at 6.6 µM | 190,000 tested, 0.067% active | AID 1326; in the data active = inhibition above about 40%;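 note: 0% = vehicle and 100% = reference inhibitor; higher value means more JC-1 retained so stronger ABCB1 efflux block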
Bim-Bcl-XL: inhibitors of Bim-Bcl-XL interaction, human; Q07817; Bim peptide-Bcl-XL binding, bead flow cytometry, fluorescence; inhibition, % at 10 µM; 190,000 tested, 0.04% active
Target sequence (Q07817 whole entry, looked up): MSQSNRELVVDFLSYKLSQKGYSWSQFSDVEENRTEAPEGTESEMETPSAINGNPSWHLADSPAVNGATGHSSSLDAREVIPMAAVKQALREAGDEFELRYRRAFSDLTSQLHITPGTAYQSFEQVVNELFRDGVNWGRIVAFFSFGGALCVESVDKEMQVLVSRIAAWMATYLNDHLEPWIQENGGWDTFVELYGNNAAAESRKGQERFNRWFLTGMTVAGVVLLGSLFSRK
Bim-Bcl-B: disrupts Bim peptide binding to human Bcl-B. Q9HD36. bead-based flow cytometry. inhibition, % at 10 µM. 190,000 tested, 0.073% active. AID 951;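 note: 0% = tracer peptide without compound and 100% = reference inhibitor peptide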
Target sequence (Q9HD36 whole entry, looked up): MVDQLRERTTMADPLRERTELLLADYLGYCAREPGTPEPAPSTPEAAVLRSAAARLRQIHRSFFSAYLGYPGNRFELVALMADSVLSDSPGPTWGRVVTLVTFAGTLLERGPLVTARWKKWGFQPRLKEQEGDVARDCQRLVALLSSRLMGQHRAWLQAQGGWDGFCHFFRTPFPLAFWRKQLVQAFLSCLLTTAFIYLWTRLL
RGS7-Gao: regulators of human RGS7-Galphao interaction. Multiplexed bead flow cytometry, RGS7-Galphao binding; actives lie on both sides. 220,000 tested, 0.35% active. binding response (% of control), % at 10 µM. P09471. AID 1439; in the data active = binding response below about 49% or above about 150%;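 note: fluorescent Galphao held in activated GDP-AlF4 state binding bead-coupled RGS7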
Avidin fluor: avidin bead compound fluorescence profile | Avidin beads, compound fluorescence 488/530 nm, flow cytometry; active compounds read high | 220,000 tested, 0.38% active | fluorescence (KMESF) at 10 µM | AID 1775; in the data active = fluorescence above about 47; note: inactives centre near 10
Bim-Bfl-1: human Bim-Bfl-1 interaction inhibition | Bead-based flow cytometry, Bim-Bfl-1 binding inhibition | inhibition, % at 10 µM | 190,000 tested, 0.12% active;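 note: 0% = wells without compound plus tracer and 100% = blocker peptide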
ABCG2 block: blocks JC-1 efflux by human ABCG2 transporter | AID 1325 | inhibition, % at 6.6 µM | IgMXP3 cells, flow cytometry | 190,000 tested, 0.1% active | Q9UNQ0;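 active = inhibition above 80%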;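 note: 0% = DMSO and 100% = nicardipine control wells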
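Test system: IgMXP3 cells (ABCG2) mixed with DDAO far-red-labelled CCRF-Adr cells (ABCB1). Reagent: JC-1 transporter substrate. Compound dosing: single test compound dose, 6.6 µM final. Times: 10 min compound exposure, 25 °C. Detection: flow cytometry of retained JC-1 fluorescence. Read-out basis: efflux inhibition in percent versus controls. Controls: nicardipine and DMSO wells.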
Bim-Bcl-W: disrupts Bim peptide binding to human Bcl-W; AID 952; 190,000 tested, 0.02% active; inhibition, % at 10 µM; bead-based flow cytometry; Q92843;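 note: 0% = bound tracer without compound and 100% = peptide blocker; higher means less fluorescent Bim peptide bound to Bcl-W beads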
Target sequence (Q92843 whole entry, looked up): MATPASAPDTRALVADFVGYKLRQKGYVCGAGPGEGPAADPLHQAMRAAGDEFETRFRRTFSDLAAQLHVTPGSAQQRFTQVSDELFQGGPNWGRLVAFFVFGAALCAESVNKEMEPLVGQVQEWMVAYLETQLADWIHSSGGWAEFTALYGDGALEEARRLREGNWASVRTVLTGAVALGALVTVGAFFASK
Starred values were filed as active, the others as inactive; . = no result given. Cut-off read from the data, not from the text of the source, unless noted: active = inhibition above about 40%.

SMILES | GSH fluor | RGS4-Gao reg | Bim-Bcl-2 | ABCB1 inh | Bim-Bcl-XL | Bim-Bcl-B | RGS7-Gao | Avidin fluor | Bim-Bfl-1 | ABCG2 block | Bim-Bcl-W
CN(C(=O)CSc1nc2cc(C(=O)O)ccc2c(=O)n1Cc1ccccc1)C1CCS(=O)(=O)C1 (stereo unspecified) | 11 | 100 | -1 | 0.8 | -1 | -4 | 102 | 10 | -4 | -1 | -3
Cc1cccc(Nc2cc(=O)[nH]c(=O)[nH]2)c1C | 13 | 106 | -9 | -0.2 | -7 | -4 | 102 | 16 | -12 | -2 | -2
NC(=O)CN1C(=O)C(O)(CC(=O)c2ccccc2O)c2ccccc21 (stereo unspecified) | 15 | 106 | -11 | 1.4 | -15 | -10 | 108 | 26 | -16 | 19 | -3
Cc1nn(CCC(=O)NNC(=S)Nc2cccc(Cl)c2)c(C)c1[N+](=O)[O-] | 18 | 100 | 4 | -0.9 | 0 | -7 | 102 | 4 | 6 | -2 | 3
OCCSc1c(F)c(SCCO)c(SCCO)c(F)c1SCCO | 34 | 96 | -9 | 0.6 | -9 | -7 | 98 | 22 | -18 | 13 | 0
CC(C)OC(=O)CSc1nnc(-c2ccc(C(C)(C)C)cc2)n1N | 21 | 101 | 1 | -1.0 | -2 | -37 | 100 | 11 | 8 | -2 | -2
COc1ccccc1C1SCCN1S(=O)(=O)c1cccc(C(F)(F)F)c1 (stereo unspecified) | 21 | 98 | -6 | 0.9 | -5 | -2 | 98 | 13 | -7 | 9 | -7
Cc1nc(N2CCOCC2)c(C#N)c(C)c1Br | 260* | 103 | -8 | -0.1 | 0 | -5 | 102 | 7 | -13 | 0 | -1
CC1CCN(C(=O)CNC(=O)c2cccc(OC(F)F)c2)CC1 | 11 | 101 | 0 | 0.3 | 3 | 2 | 96 | 5 | -3 | 4 | 3
CC(C)c1ccc(S(=O)(=O)N2CCN(CC(=O)Nc3ccc4c(c3)OCO4)CC2)cc1 | 40 | 101 | -12 | 1.3 | -1 | -11 | 99 | 13 | -14 | 5 | 1
O=C(c1cc2nc(-c3ccc(F)cc3)cc(C(F)(F)F)n2n1)N1CCOCC1 | 62 | 104 | -9 | 0.1 | -9 | -6 | 105 | 10 | -11 | 4 | 5
Cc1nn(C)c(C)c1S(=O)(=O)NC1CCCC1 | 30 | 103 | -1 | -5.3 | 0 | 0 | 106 | 14 | -1 | -6 | 0

Taken from above:
CC(C)OC(=O)CSc1nnc(-c2ccc(C(C)(C)C)cc2)n1N – Bim-Bcl-XL: -2
OCCSc1c(F)c(SCCO)c(SCCO)c(F)c1SCCO – Bim-Bcl-B: -7
Cc1nc(N2CCOCC2)c(C#N)c(C)c1Br – Avidin fluor: 7

Further results follow:
SMILES | GSH fluor | RGS4-Gao reg | Bim-Bcl-2 | ABCB1 inh | Bim-Bcl-XL | Bim-Bcl-B | RGS7-Gao | Avidin fluor | Bim-Bfl-1 | ABCG2 block | Bim-Bcl-W
C=CCNC(=O)c1csc(-c2ccccc2)n1 | 15 | 104 | -1 | 0.4 | -5 | -1 | 103 | 8 | -2 | 5 | -5
Brc1cccc(OCCN2CCCCC2)c1 | 5 | 98 | 0 | -1.6 | -3 | -6 | 100 | 14 | -2 | -1 | -1
CC(C)=N/N=C(/c1ccc([N+](=O)[O-])cc1)C12CN3CN(CN(C3)C1)C2 | 12 | 104 | 0 | 3.2 | 0 | -1 | 104 | 11 | -3 | 45 | 0
O=C(CS(=O)(=O)c1ccc(Cl)c(Cl)c1)Nc1ccccc1Cl | 36 | 100 | -6 | 0.4 | -11 | -6 | 105 | 13 | -10 | 2 | 0
CN1C(=O)c2ccc(C(=O)Nc3nccs3)cc2C1=O | 21 | 99 | 1 | 0.3 | -2 | 0 | 105 | 10 | 1 | 1 | 0
COc1ccc(CC(=O)Nc2ccc(S(=O)(=O)Nc3nccc(C)n3)cc2)cc1 | 26 | 97 | -13 | 3.0 | -6 | -8 | 101 | 14 | -17 | -1 | 0
CCN1/C(=C\c2ccc3ccccc3[n+]2CC)Sc2cc(C)ccc21 | 12 | 103 | 1 | 20 | 0 | -16 | 107 | 15 | -3 | . | 2
COc1ccc(C2CC(=O)c3ccccc3O2)cc1 (stereo unspecified) | 18 | 98 | 0 | 0.2 | -1 | -6 | 102 | 10 | -1 | 6 | -4
COC(=O)CN(c1ccc(OC)cc1OC)S(=O)(=O)c1ccccc1[N+](=O)[O-] | 11 | 103 | -2 | 1.3 | -3 | -1 | 102 | 12 | -6 | 22 | 0
Cn1cccc1-c1cc(C(=O)N2CCc3c([nH]c4ccccc34)C2c2ccccn2)[nH]n1 (stereo unspecified) | 9 | 102 | -1 | 1.1 | 0 | -4 | 99 | 10 | -1 | 3 | 0
CCOc1cc(/C=C/c2ccc3cccc([N+](=O)[O-])c3n2)cc(Cl)c1O | 16 | 99 | -5 | -0.5 | -3 | -8 | 99 | 19 | -11 | -2 | -2
O=C(Nc1cccc(-c2nc3cc(Cl)ccc3o2)c1)C1CCCO1 (stereo unspecified) | 13 | 100 | -3 | 0.3 | -1 | -8 | 99 | 9 | -10 | 5 | 0
Cc1ccc(-n2nnnc2SCC(=O)N2c3ccccc3NC(=O)C2(C)C)cc1 | 24 | 106 | -9 | -1.7 | -5 | -12 | 104 | 14 | -8 | 1 | -3
COc1cc(CNc2ccc(NC(C)=O)cc2)ccc1OCc1ccccc1C | 16 | 101 | 6 | -0.2 | -1 | 2 | 96 | 10 | 5 | 6 | 2
CC/C(=C(\c1ccc(O)cc1)c1ccc(OCCN(C)C)cc1)c1ccccc1 | 70 | 100 | -6 | . | 1 | 0 | 100 | 7 | 1 | 4 | 2
CCCC/C(C)=N/NC(=O)c1cn(-c2ccccc2)nc1-c1ccccc1 | 19 | 93 | -10 | 0.0 | -10 | -10 | 92 | 13 | -15 | 2 | -4
COC(=O)C1=C(COc2ccc(C=O)cc2OC)NC(=O)NC1c1cc(C)ccc1C (stereo unspecified) | 10 | 102 | 0 | 1.9 | -2 | -7 | 102 | 6 | -1 | 13 | 0
COc1ccccc1CCC(=O)Nc1nc2ccccc2[nH]1 | 8 | 90 | -2 | 0.6 | -4 | 1 | 94 | 12 | -2 | 3 | -1
CN=C1SC(CC(=O)Nc2ccccc2F)C(=O)N1C (stereo unspecified) | 24 | 85 | -4 | -0.3 | 0 | -2 | 82 | 6 | -7 | 0 | 6
COc1ccc2cc(CCNC(=O)c3ccc4c(c3)OCO4)c(=O)[nH]c2c1 | 26 | 102 | -6 | 0.8 | 1 | -1 | 100 | 7 | -6 | 8 | 1
CCCc1[nH]c(=O)c(C#N)c2c1COC(C)(C)C2 | 38 | 101 | -6 | 0.3 | -3 | -5 | 98 | 6 | -11 | 1 | 3
CS(=O)(=O)NCCCCCCNS(C)(=O)=O | 7 | 104 | -5 | -0.7 | 0 | -8 | 100 | 23 | -5 | -1 | 0
CCNc1ccc(Br)cc(C(=O)/C=C/c2ccc3c(c2)OCO3)c1=O | 10 | 91 | 18 | -0.1 | 9 | -14 | 84 | 29 | 32 | -1 | 14
O=C(COC(=O)Cc1ccc(Br)cc1)NC12CC3CC(CC(C3)C1)C2 | 32 | 97 | -11 | 0.2 | -5 | -11 | 100 | 6 | -10 | 1 | 0
COc1ccc(OCCC(=O)OCC(=O)Nc2cccc(Br)c2)cc1 | 21 | 102 | -11 | 0.1 | -16 | -13 | 99 | 15 | -22 | 1 | -8
CN(CC(=O)N1CC=C(c2ccccc2)CC1)S(=O)(=O)c1cnc[nH]1 | 14 | 99 | -1 | 0.7 | 0 | -1 | 100 | 8 | -3 | 3 | 0
Cc1cccc(-n2nc(CC#N)c(C#N)c2N)c1 | 7 | 98 | 2 | -0.1 | 10 | 6 | 101 | 11 | 0 | 7 | 5
Nc1nonc1-n1nnc(C(=O)N/N=C/c2ccc(Br)cc2)c1CSC1=NCCS1 | 12 | 105 | -2 | -1.9 | -8 | -7 | 105 | 21 | 0 | -13 | -9
CCOC(=O)c1c(N)sc(C(N)=O)c1C | 5 | 93 | -6 | 0.2 | 0 | -5 | 100 | 7 | -8 | 1 | 1
C=CCN1C(=O)/C(=C/c2ccc(OC(C)=O)c(OCC)c2[N+](=O)[O-])SC1=S | 10 | 101 | 4 | -0.6 | 3 | -4 | 101 | 21 | 0 | -1 | 2
CCCC(=O)OCC(=O)Nc1ccccc1C#N | 12 | 101 | 2 | -0.3 | 0 | 0 | 101 | 10 | -7 | 0 | 0
Cc1ccc(N2C(=O)C3C(C2=O)N2CCCN2C3c2ccccc2)cc1C (stereo unspecified) | 10 | 100 | -1 | 2.2 | 2 | 0 | 99 | 12 | -1 | 11 | 0
Cc1cc(/C=N/NC(=O)C(O)(c2ccccc2)c2ccccc2)c(C)n1-c1ccccc1 | 14 | 100 | -6 | 0.5 | -5 | -7 | 97 | 13 | -13 | 2 | -4
Cc1cc(C)n(-c2nnc(C)n2NS(C)(=O)=O)n1 | 43 | 99 | -5 | 0.2 | 0 | -5 | 101 | 3 | -10 | 0 | 3
Cc1c(Cl)cccc1N/C(=N/S(=O)(=O)c1cccs1)c1ccccc1 | 8 | 111 | -3 | 0.1 | -3 | -3 | 109 | 9 | -5 | 2 | -2
COc1ccc(/C(N)=N/OC(=O)c2ccco2)cc1OC | 15 | 99 | -1 | -1.9 | 0 | -2 | 96 | 7 | -5 | 37 | -2
O=C(NNc1nc2cc3c(cc2s1)OCO3)c1ccccc1 | 13 | 97 | -1 | 0.3 | -3 | -34 | 104 | 4 | 8 | 0 | -3
Cc1ccc(-c2cc3c(N=O)c4ccccc4c-3n[nH]2)cc1 | 13 | 100 | 0 | 0.0 | 2 | 0 | 100 | 12 | -5 | 6 | 1
Cc1nn(-c2ccccc2)c(C)c1NC(=O)COc1ccc2ccccc2c1 | 27 | 101 | -4 | 0.2 | 0 | -7 | 100 | 10 | -5 | 2 | 0
Cc1nn(-c2ccccc2)c2sc(-c3n[nH]c(=S)o3)cc12 | 17 | 102 | 1 | -0.4 | 0 | -6 | 109 | 3 | 0 | -1 | 3
CN(C)C(=O)c1cc([N+](=O)[O-])ccc1O | 12 | 107 | -3 | 1.4 | -6 | 0 | 105 | 7 | -3 | 9 | -5
Cc1cc(C)n2c(SCC(=O)N(CC(C)C)c3c(N)n(CC(C)C)c(=O)[nH]c3=O)nnc2n1 | 15 | 106 | -5 | -0.5 | -3 | -8 | 101 | 12 | -1 | 0 | -2
O=C(Cn1nc(-c2cccc(Cl)c2)ccc1=O)Nc1cccnc1 | 11 | 101 | 6 | 0.5 | 3 | 1 | 102 | 6 | 3 | 2 | 3
CCOc1cc(C#N)c(NC(=O)Cn2nnc3ccccc32)cc1OCC | 27 | 91 | -1 | 1.1 | 2 | 4 | 91 | 8 | 10 | 10 | 1
CSc1ccc(NC(=O)CC(C)=O)cc1 | 42 | 98 | -9 | -0.3 | 1 | -17 | 102 | 6 | -8 | 5 | 3
Cc1cc(NC(=O)CSc2c3c(nc4ccccc24)CCC3)no1 | 13 | 110 | -8 | 0.8 | -5 | -7 | 113 | 11 | -13 | 3 | -4
